Assay outcomes (PubChem)
AmpC inh det: inhibitors of E. coli AmpC beta-lactamase with detergent; P00811; 71,000 compounds, 0.09% hits; AID 584; purified AmpC, nitrocefin hydrolysis with detergent; Potency, µM (titrated, usually from 28.7 µM), inactives show top-dose activity change, negative = inhibition; active means well fitted curve in the direction sought with a large enough effect
Target sequence (P00811 whole entry, looked up): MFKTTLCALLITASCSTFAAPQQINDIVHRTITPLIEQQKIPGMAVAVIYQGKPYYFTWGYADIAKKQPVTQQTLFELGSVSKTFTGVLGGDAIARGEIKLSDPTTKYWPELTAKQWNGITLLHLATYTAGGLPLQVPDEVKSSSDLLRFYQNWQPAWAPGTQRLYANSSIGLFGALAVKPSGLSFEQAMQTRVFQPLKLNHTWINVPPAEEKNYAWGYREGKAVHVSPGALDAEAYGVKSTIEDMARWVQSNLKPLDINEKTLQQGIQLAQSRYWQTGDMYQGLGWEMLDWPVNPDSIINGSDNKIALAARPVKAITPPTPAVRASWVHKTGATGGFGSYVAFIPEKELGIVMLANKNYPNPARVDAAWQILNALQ
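E. coli AmpC (5.3 nM) in 20 mM phosphate pH 7.0 with 0.01% Triton X-100, preincubated 15 min RT with compound; nitrocefin (2 uL of 800 uM stock) hydrolysis followed by 480 nm absorbance every 20 s over 4 min.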
* hit, by the source's call; [ ] = another dose, or the depositor's remark. On the % scale 0 is the no-effect control and ±100 the full control effect; potency means the concentration at half of the fitted maximal effect.

The opening 2 entries, ahead of the listing:
Results for COc1cc(NC(=O)CCn2c(=O)[nH]c3ccsc3c2=O)cc(OC)c1 ?
AmpC inh det: -3%

Results for CC1C2C(c3ccccc3)N(C)C(=O)N(C)C2N(C)C(=O)N1C (stereo not given) ?
AmpC inh det: 0%

The whole of this part, repeating the preview:
Results for COc1cc(NC(=O)CCn2c(=O)[nH]c3ccsc3c2=O)cc(OC)c1 ?
AmpC inh det: -3%

Results for CC1C2C(c3ccccc3)N(C)C(=O)N(C)C2N(C)C(=O)N1C (stereo not given) ?
AmpC inh det: 0%

How did COc1ccc(C2C(C#N)=C(N)Oc3c2oc(CO)cc3=O)c(OC)c1OC (stereo not given) do in these assays?
AmpC inh det: -3%

What do the screens show for `CCCC(=O)Nc1ccc(N2CCN(C(=O)c3cccs3)CC2)cc1`?
AmpC inh det: -3%

Results for CCCCOc1ccccc1NC(=O)CSc1nnnn1C(C)(C)C ?
AmpC inh det: -1%

Results for COCCCn1c(=N)c(C(=O)NCc2ccc3c(c2)OCO3)cc2c(=O)n3cccc(C)c3nc21 ?
AmpC inh det: 0%

How did COC(=O)c1c(-c2cc(OC)c(OC)c(OC)c2)c2ccc(OCc3ccccn3)cc2c(=O)n1-c1ccc(N)cc1 do in these assays?
AmpC inh det: -2%

How did COC(=O)COc1ccc2c(=O)c(Oc3ccccc3)c(C)oc2c1 do in these assays?
AmpC inh det: 6%

Results for CCOC(=O)c1cnn(-c2cc(C)nc3c(-c4ccccc4)c(C)nn23)c1N ?
AmpC inh det: -1%

How did COc1ccc(C)cc1NS(=O)(=O)c1cn(C)c(=O)n(C)c1=O do in these assays?
AmpC inh det: 9%

Results for COc1ccccc1CC(=O)Nc1ccc(O)cc1C(=O)O ?
AmpC inh det: -5%

How did COc1ccccc1NC(=O)Nc1c(C)n(C)n(-c2ccccc2)c1=O do in these assays?
AmpC inh det: -1%

What do the screens show for `C/C=C/c1ccc(OCCCN2C(=O)NC(C)(C)C2=O)c(OC)c1`?
AmpC inh det: -4%

How did O=C(Cn1c(SCC(=O)N2CCCc3ccccc32)nc2ccccc21)N1CCCC1 do in these assays?
AmpC inh det: -1%

What do the screens show for `O=C(NCc1ccc2c(c1)OCO2)c1cccc(F)c1`?
AmpC inh det: 7%

How did Cc1c(NC(=O)Oc2ccccc2)sc(=S)n1C do in these assays?
AmpC inh det: 0%

How did C=CC(=O)OCC(C)C do in these assays?
AmpC inh det: 9%

Results for COc1ccc(NC(=O)c2nnn(Cc3ccc(SC)cc3)c2N)c(OC)c1 ?
AmpC inh det: 12%

Results for COC(=O)C(C(=O)OC)=C(/C=C/N(C)C)N(C)C ?
AmpC inh det: 0%

How did Cc1ccc(/C=c2\s/c(=C(/C#N)C(=O)N3CCCC3)n(Cc3ccco3)c2=O)s1 do in these assays?
AmpC inh det: 1%

How did Cc1cc(C)n2nc(S(=O)(=O)NC3CCCCC3)nc2n1 do in these assays?
AmpC inh det: 13%

What do the screens show for `O=C1CSC(c2cn(-c3ccccc3)nc2-c2cc3ccccc3oc2=O)N1Cc1ccco1` (stereo not given)?
AmpC inh det: 0%

Results for COc1ccc(CN(C(=O)c2oc3ccccc3c2C)C2CCS(=O)(=O)C2)cc1OC (stereo not given) ?
AmpC inh det: -6%

Results for O=C(c1cc(S(=O)(=O)N2CCCCC2)ccc1F)N1CCCCC1 ?
AmpC inh det: -2%

How did O=C(O)CCc1nc(-c2ccccc2)no1 do in these assays?
AmpC inh det: -1%

Results for CCCc1cc(=O)[nH]c(SCC)n1 ?
AmpC inh det: -11%

Results for CCOC(=O)CNc1nc(OCC#N)nc(N2CCOCC2)n1 ?
AmpC inh det: 0%

How did O=C(CCn1c(=O)oc2ccccc21)Nc1cccc(Cl)c1 do in these assays?
AmpC inh det: 11%

Results for CN1CCN(CCCNC(=O)c2ccc(CS(=O)(=O)c3ccc(Br)cc3)o2)CC1 ?
AmpC inh det: 10%

What do the screens show for `Cc1ccccc1CSc1nc2c(c(=O)[nH]1)CCC2`?
AmpC inh det: 4%

How did COc1ccc(N2CCN(Cc3cc(=O)oc4ccc(Cl)cc34)CC2)cc1 do in these assays?
AmpC inh det: -1%

How did O=[N+]([O-])c1cccc(O)c1 do in these assays?
AmpC inh det: 10%

How did COc1ccc(-c2n[nH]c(C(F)(F)F)c2-c2cc3ccccc3o2)c(O)c1 do in these assays?
AmpC inh det: 0%

What do the screens show for `COCCN(CCOC)C(=O)c1sc2nc(-c3ccccc3)cn2c1C`?
AmpC inh det: -4%

What do the screens show for `C=CCn1c(-c2cccc(Cl)c2)n[nH]c1=S`?
AmpC inh det: 7%

What do the screens show for `COc1ccc(NC(=O)C2CCCN(S(=O)(=O)c3c(C)n[nH]c3C)C2)c(OC)c1` (stereo not given)?
AmpC inh det: -2%

Results for O=C(COC(=O)c1cccs1)NCC1CCCO1 (stereo not given) ?
AmpC inh det: 14%

What do the screens show for `CCN(CC)S(=O)(=O)c1ccc(-c2nnc(SCC(=O)N3c4ccccc4CC3C)o2)cc1` (stereo not given)?
AmpC inh det: 6%

How did O=C(NCC(c1cccs1)N1CCOCC1)c1ccc(Cl)s1 (stereo not given) do in these assays?
AmpC inh det: 15%

Results for CCOC(=O)c1sc(NC(=O)c2cccs2)cc1C ?
AmpC inh det: -1%

Results for Cc1cccc(N(CC(=O)Nc2c(C)n(C)n(-c3ccccc3)c2=O)S(C)(=O)=O)c1C ?
AmpC inh det: -1%

How did CS(=O)(=O)N1CCC2(CCCN(Cc3ccncc3)C2)CC1 do in these assays?
AmpC inh det: 2%

Results for CCOC(=O)C1(CCSC)NC(c2ccco2)C2C(=O)N(C)C(=O)C21 (stereo not given) ?
AmpC inh det: -2%

Results for Cc1cc(C)n(-c2nnc(C)n2NS(=O)(=O)c2ccc(F)cc2)n1 ?
AmpC inh det: -1%

What do the screens show for `CCCCOC(=O)n1ccc(C(=O)Nc2ccccc2OC)n1`?
AmpC inh det: -8%

Results for Cc1cccc(-n2c(O)c(C=Nc3c(C)n(C)n(-c4ccccc4)c3=O)c3ccccc3c2=O)n1 ?
AmpC inh det: -5%

How did Cc1ccc(NC(=O)COC(=O)Cn2c(C)csc2=O)cc1 do in these assays?
AmpC inh det: -7%

What do the screens show for `Cc1cc(NC(=O)CSc2nc(C3CCCCC3)nc3ccccc23)no1`?
AmpC inh det: -5%

Results for Cc1cc(C)cc(OCC(=O)NCCN2CCOCC2)c1 ?
AmpC inh det: 13%

What do the screens show for `CC1(C)S[C@@H]2[C@H](NC(=O)[C@H](C(=O)O)c3ccsc3)C(=O)N2[C@H]1C(=O)O`?
AmpC inh det: 5µM*

How did CCCC1(C(=O)O)NC(c2ccccc2O)C2C(=O)N(Cc3ccccc3)C(=O)C21 (stereo not given) do in these assays?
AmpC inh det: 9%

What do the screens show for `Cc1cc(C)nc(/N=C2\NC(=O)CC(C(=O)O)N2CCc2c[nH]c3ccccc23)n1` (stereo not given)?
AmpC inh det: 20%

Results for CCOC(=O)c1ccc(N2C(=O)C(O)=C(C(C)=O)C2c2ccc(O)c(OC)c2)cc1 (stereo not given) ?
AmpC inh det: -2%

How did O=C(CCCn1c(=O)oc2ccccc21)N1CCc2ccccc2C1 do in these assays?
AmpC inh det: -3%

What do the screens show for `Cc1ccc(S(=O)(=O)C2(C(=O)N3CCCC(C)C3)CC2)cc1` (stereo not given)?
AmpC inh det: -4%

Results for Cc1ncc(C[n+]2csc(CCO)c2C)c(N)n1 ?
AmpC inh det: -3%[12.8 µM]

What do the screens show for `Cc1cn(COC/C=C/c2ccccc2)c(=O)[nH]c1=O`?
AmpC inh det: 13%

How did C[C@H](c1ccccc1)N1CCN([C@@H](C)c2ccccc2)CC1 do in these assays?
AmpC inh det: 0%[5.75 µM]

How did [N-]=[N+]=N[C@@H]1[C@H](O)[C@H](CO)O[C@@H]1n1cnc2c(N)ncnc21 do in these assays?
AmpC inh det: -1%[5.75 µM]

How did CCSc1nnc(Cn2c(=O)sc3ccccc32)n1-c1ccc(OC)cc1 do in these assays?
AmpC inh det: 8%

Retrieved by compound from above (three):
Results for Cc1ncc(C[n+]2csc(CCO)c2C)c(N)n1 ?
AmpC inh det: -3%[12.8 µM]

Results for Cc1cc(C)cc(OCC(=O)NCCN2CCOCC2)c1 ?
AmpC inh det: 13%

How did [N-]=[N+]=N[C@@H]1[C@H](O)[C@H](CO)O[C@@H]1n1cnc2c(N)ncnc21 do in these assays?
AmpC inh det: -1%[5.75 µM]

An excerpt from above in order of length of the SMILES, highest first:
What do the screens show for `O=C1CSC(c2cn(-c3ccccc3)nc2-c2cc3ccccc3oc2=O)N1Cc1ccco1` (stereo not given)?
AmpC inh det: 0%

Results for CN1CCN(CCCNC(=O)c2ccc(CS(=O)(=O)c3ccc(Br)cc3)o2)CC1 ?
AmpC inh det: 10%

What do the screens show for `COCCN(CCOC)C(=O)c1sc2nc(-c3ccccc3)cn2c1C`?
AmpC inh det: -4%

How did O=C(NCC(c1cccs1)N1CCOCC1)c1ccc(Cl)s1 (stereo not given) do in these assays?
AmpC inh det: 15%

What do the screens show for `CCCCOC(=O)n1ccc(C(=O)Nc2ccccc2OC)n1`?
AmpC inh det: -8%

Results for CCCc1cc(=O)[nH]c(SCC)n1 ?
AmpC inh det: -11%

Next part.
What do the screens show for `COCCc1nnc(NC(=O)Cc2ccccc2)s1`?
AmpC inh det: 0%

How did CCc1cccc2c3c([nH]c12)[C@@](CC)(CC(=O)O)OCC3 do in these assays?
AmpC inh det: -4%[12.8 µM]

How did CCC(C)NC(=O)CC(NS(=O)(=O)c1ccc(Cl)cc1)c1ccco1 (stereo not given) do in these assays?
AmpC inh det: 5%

How did COc1cc2c(cc1NC(=O)CCCN1C(=O)CCC1=O)oc1ccccc12 do in these assays?
AmpC inh det: -6%

Results for CCOC(=O)CC(=O)Nc1nnc(C(C)C)s1 ?
AmpC inh det: -2%

What do the screens show for `CCC(c1nnc(SCC(=O)NCCc2ccc(Cl)cc2Cl)o1)N(C)C` (stereo not given)?
AmpC inh det: 12%

How did Oc1cccc(Nc2nc(NCC3CCCO3)c3ccccc3n2)c1 (stereo not given) do in these assays?
AmpC inh det: -1%

Results for O=C(COC(=O)c1cc(-c2ccco2)nc2ccccc12)NCc1ccc2c(c1)OCO2 ?
AmpC inh det: -12%

Results for CCCCn1c2nc3ccccc3nc2c2c(=O)n(CCC)cnc21 ?
AmpC inh det: 15%

Results for CCOC(=O)c1ccccc1NC(=O)CN1CCC(n2nnc3cc(F)ccc32)CC1 ?
AmpC inh det: 5%

How did O=C(c1csnn1)N1CCC[C@@]2(CCN(Cc3ccncc3)C2)C1 do in these assays?
AmpC inh det: 0%

How did Nn1c(SCc2nc3ccccc3[nH]2)nnc1-c1cccnc1 do in these assays?
AmpC inh det: 9%

How did COc1cc2[nH]c(=O)n(CCC(=O)N3CCN(c4cccc(C)c4C)CC3)c(=O)c2cc1OC do in these assays?
AmpC inh det: -2%

How did CC(C)C(=O)N1CCC(CN=Cc2c(O)n(C3CCCCC3)c(=O)n(C3CCCCC3)c2=O)CC1 do in these assays?
AmpC inh det: -4%

Results for O=C(NC1CCCCC1NC(=O)c1cccs1)c1cccs1 (stereo not given) ?
AmpC inh det: -3%

How did CCSCc1nnc(SCC(=O)Nc2cccc(SC)c2)n1C do in these assays?
AmpC inh det: -3%

How did C[C@@H](N)Cn1ccc2cc(F)c(Cl)cc21 do in these assays?
AmpC inh det: -1%

What do the screens show for `Cc1nc(-c2ccccc2)nc2[nH]c(C(C)C)cc(=O)c12`?
AmpC inh det: 0%

Results for O=C(Oc1ccccc1)N1CCC[C@@]2(CCN(c3ccncc3)C2)C1 ?
AmpC inh det: 1%

Results for CN(C)Cc1ccccc1-c1cncnc1Nc1ccncc1 ?
AmpC inh det: 8%

Results for N#CC1=C(N)N(c2ccc(Oc3ccccc3)cc2)C(=O)C1 ?
AmpC inh det: -10%

Results for O=C(CSc1nnc(Cc2cccs2)n1C1CCCCC1)N1CCCc2ccccc21 ?
AmpC inh det: 1%

How did CCOc1ccc(N2C(=O)CSC23CCCCC3)cc1 do in these assays?
AmpC inh det: -2%

Results for CC1(C)CC(=O)c2cnc(N3CCN(c4ccccc4)CC3)nc2C1 ?
AmpC inh det: 0%

How did Cc1onc(-c2ccccc2)c1C(=O)n1nnc2ccccc21 do in these assays?
AmpC inh det: -6%

Results for COc1ccc(CNC(=O)C2CC(=O)N(c3ccc(OCC(=O)N4CCCCC4)cc3)C2)cc1 (stereo not given) ?
AmpC inh det: -1%

How did CCOC(=O)C(NC(=O)c1cccnc1)(Nc1cccc(C)n1)C(F)(F)F (stereo not given) do in these assays?
AmpC inh det: -3%

Results for CC(C)(C)C(=O)CC(=O)Nc1ccc(Cl)c(N)c1 ?
AmpC inh det: 5%

Results for CCSc1nnc(NC(=O)CN(C)S(=O)(=O)c2ccc(F)cc2)s1 ?
AmpC inh det: -2%

What do the screens show for `CCc1ccc(OCCCC(=O)O)c(Br)c1`?
AmpC inh det: -2%

How did O=C(Nc1ccccc1C(=O)NCc1ccco1)NC1CCCCC1 do in these assays?
AmpC inh det: 0%

Results for COC(=O)[C@H](Cc1ccccc1)NC(=O)N1CC(C)OC(C)C1 (stereo not given in full) ?
AmpC inh det: -1%

How did Cc1cc2ccccc2c(=O)n1CC(=O)Nc1ccc2c(c1)OCO2 do in these assays?
AmpC inh det: -5%

Results for c1ccc(-c2nnc(Cn3c4ccccc4c4nc5ccccc5nc43)o2)cc1 ?
AmpC inh det: -3%

What do the screens show for `CC(=Nc1ccccc1)Nc1ccccc1`?
AmpC inh det: 9%

How did Cc1cc(NC(=O)CSc2nc3sc4c(c3c(=O)n2C)CCCC4)no1 do in these assays?
AmpC inh det: -3%

By substructure: those above with a tert-butyl group.
Results for CCCCOc1ccccc1NC(=O)CSc1nnnn1C(C)(C)C ?
AmpC inh det: -1%

Results for CC(C)(C)C(=O)CC(=O)Nc1ccc(Cl)c(N)c1 ?
AmpC inh det: 5%

Some of the compounds tested (hit frequency here may not be typical).
